# Screening data: PubChem, National Center for Advancing Translational Sciences (NCATS)
# S3 lipid droplet – qHTS Assay for Lipid Storage Modulators in Drosophila S3 Cells. Drosophila S3 cells, BODIPY lipid droplet fluorescence, 18-24 h; cells fed with added oleic acid. Potency in µM for hits, for the others lipid storage change, negative = inhibition, % at the top dose, mostly 46.1 µM. hit rate 0.64% among 320,000. AID 2685; active = well fitted inhibition curve with a large enough effect in the signal ratio, with a control signal flat, not every such curve was filed as active; inconclusive = small, poorly fitted or top-dose-only effect, or effect the other way, or a change in a side signal; the % refers to the signal ratio
#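 Laser-scanning cytometry quantifies lipid droplet accumulation (500–530 nm total intensity; droplet/cell object ratio) in oleic acid-fed (400 uM added) Drosophila S3 cells treated with a concentration series. 20 uM Triacsin C defined 100% inhibition.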
# S3 lipid droplet cell count max – further read-out of S3 lipid droplet, marked with its call; cell number change, %; measured here: cell count max response;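 cells counted by Cell Tracker Red CMTPX staining in the red channel; peak over a dose series mostly up to 46.1 µM; percent activity relative to internal control wells on each plate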
# The depositor's hits bear a star; i = inactive; ? = inconclusive; · = not tested or not shown. % is set by controls: 0 for no effect and ±100 for the full control effect; potency is the fitted concentration of half-maximal effect.
Molecule	S3 lipid droplet	S3 lipid droplet cell count max
O=[N+]([O-])c1ccn(-c2nc(-c3cccs3)cc(C(F)(F)F)n2)n1	?	·
CCCCC(=O)Nc1ccccc1N1CCN(c2ccc(F)cc2)CC1	?	·
C/C(=N\N(c1ccccc1)c1ccccc1)c1ccco1	?	·
O=S(=O)(c1cccc(NC(=S)N2CCN(c3cccc(Cl)c3)CC2)c1)C(F)F	?	·
CCCC1=C(C(=O)OCC)C(c2sccc2C)n2ncnc2N1 (centres undefined)	?	·
CC1(C)NC(=O)N(CC(=O)OCc2cc(=O)n3cc(Br)ccc3n2)C1=O	i	4
CC1CC(=O)NN=C1c1ccc(NCCO)c([N+](=O)[O-])c1 (centres undefined)	?	·
COCCn1nnnc1C(c1ccc(C)cc1)N1CCN(Cc2ccc3c(c2)OCO3)CC1 (centres undefined)	?	·
COc1ccc(CS(=O)c2nc(C)cc(C)c2S(C)(=O)=O)cc1 (centres undefined)	?	·
O=C1Nc2ccccc2C1Cc1ccccc1 (centres undefined)	?	·
CC(C)N1CCC(N2CCN(CCCn3cccn3)CC2CCO)CC1 (centres undefined)	-12%	-3
COc1ccc(C(=O)Oc2ccc(/C=N/NC(=O)c3cccnc3)cc2OC)cc1	?	·
CC(C)Nc1ncnc2c1cnn2-c1ccccc1	-8%	-1
CCOC(=O)c1ccccc1NS(=O)(=O)c1ccc(OC)cc1	-4%	0
CCC(CC)NC(=O)c1cc(S(=O)(=O)N2CCCCC2)ccc1N1CCOCC1	2%	1
CCOc1ccc(C(=O)Nc2cccc(C(=O)O)c2C)cc1Cl	3%	·
CCOc1ccc(C(=O)c2cc([N+](=O)[O-])ccc2Cl)cc1	16%	2
O=S(=O)(Nc1nc2ccccc2nc1Cl)c1ccc2c(c1)OCCO2	1%	11
O=C(c1ccc2nc[nH]c2c1)N1CCN(c2ncc(C(F)(F)F)cc2Cl)CC1	?	·
COC(=O)c1ccc(NC(=O)CNc2ccccc2)cc1	4%	7
CC1=NN(c2ccccc2)C(=O)/C1=C/c1cn(C)c2ccccc12	?	·
Cc1csc(SC(C)C(=O)Nc2ccccc2C)n1 (centres undefined)	?	·
COC(=O)c1cccc(NC(=O)CC2C(=O)NCCN2C(=O)Nc2ccccc2)c1 (centres undefined)	?	·
COc1ccc(C(C)NC(=O)c2ccc(Br)cc2)cc1OC (centres undefined)	?	·
COc1ccccc1C(=O)NC(=O)COC(=O)C1CC1C (centres undefined)	?	·
CCc1c(C)nc(SCC(=O)NNC(=O)c2ccco2)[nH]c1=O	?	·
CC(=O)c1cccc(NC(=O)CN2C(=O)C3C4C=CC(C4)C3C2=O)c1 (centres undefined)	-10%	-21
CCn1c(CNC(=O)c2ccccc2Cl)cc2ccccc21	?	·
O=S(=O)(NCCc1ccccc1F)c1cccc(S(=O)(=O)N2CCOCC2)c1	-17%	·
Cc1nc2scc(C)n2c(=O)c1S(=O)(=O)NCC1CCN(Cc2ccc(F)cc2)CC1	i	·
O=C(O)c1ccc(C(=O)c2ccc3c(c2)C(=O)N(Cc2ccco2)C3=O)cc1	?	·
O=c1oc(-c2cccc(S(=O)(=O)N3CCOCC3)c2)nc2ccccc12	i	-27
COc1ccccc1N1CCN(C2CCCN(C(=O)c3cc(C)oc3C)C2)CC1 (centres undefined)	-61%	-14
Cc1cc(NC(=O)CCC(=O)N(c2ccccc2)C(C(=O)NC2CCCC2)c2cccs2)no1 (centres undefined)	?	·
CC(=O)Oc1ccc(-c2nc3cc(Cl)ccc3c(=O)o2)cc1	24%	-8
COc1cccc(N2CC(C(=O)Nc3c(C(N)=O)oc4ccccc34)CC2=O)c1 (centres undefined)	?	·
CCC(C)Oc1ccc(C(=O)Nc2ccc(CN3CCOCC3)cc2)cc1 (centres undefined)	?	·
COc1ccc(CNC(=O)c2nnn(CC(=O)Nc3cc(C)cc(C)c3)c2N)cc1	i	·
O=[N+]([O-])c1ccc(N/N=C/c2ccccc2)c(F)c1	?	·
Cc1c(NS(=O)(=O)c2cccc(C(=O)Nc3cccc(F)c3)c2)c(=O)n(-c2ccccc2)n1C	?	·
Cc1ccc(S(=O)(=O)NCc2ccc3c(c2)OCO3)cc1C	15%	-1
COc1ccccc1-c1nnc(SC(C(=O)c2c[nH]c3ccccc23)c2ccccc2)n1C (centres undefined)	-7%	-9
CC(C)[C@H](NC(=O)c1ccco1)C(=O)NC12CC3CC(CC(C3)C1)C2	?	·
Cc1c(Cl)cccc1NC(=O)CCC(=O)NNC(=O)CCC(=O)O	?	·
CC1=C(C)NC(=S)SC1	?	·
CC1/C(=N/O)CC(c2ccco2)NC1c1ccco1 (centres undefined)	?	·
O=C(NCCC1=CCCCC1)C1CCC(CNc2c(N3CCCCC3)c(=O)c2=O)CC1 (centres undefined)	-10%	5
CCn1c(SCC(=O)N2CCN(c3ccccc3)CC2)nnc1-c1cc2cc(Cl)ccc2o1	?	·
COc1cc(C(=O)NC(C)c2ccc(S(N)(=O)=O)cc2)ccc1OCC(=O)N1CCOCC1 (centres undefined)	29%	10
CSc1nc(NS(=O)(=O)c2ccc(F)cc2F)nn1C	-2%	18
Cc1noc(NS(=O)(=O)c2ccc(NC(=O)c3cc(=O)c4ccccc4o3)cc2)c1C	i	-18
CN(C)C1=NCCN1CCC1CCCCC1	?	·
Cc1ccc(N2C(=O)C3C4C=CC(CNC(=S)N5CCN(c6ccccc6)CC5)(O4)C3C2=O)cc1 (centres undefined)	-2%	4
CC(=O)N[C@@H](Cc1ccc(OC(F)(F)F)cc1)C(=O)O	1%	30
O=C(NNC(=O)c1c(F)cccc1F)c1ccccc1OC(F)(F)F	0%	7
O=C(Cc1cccs1)NNC(=O)c1ccc(F)cc1	?	·

# Next section:
Molecule	S3 lipid droplet	S3 lipid droplet cell count max
Cc1ccc(C(=O)OCC(=O)NCCC2=CCCCC2)cc1N	1%	·
Cc1c(C)c(C)c(S(=O)(=O)n2[nH]c(=O)c(CCO)c2C)c(C)c1C	4%	12
Cc1nc(SCC(=O)c2ccc(F)c(F)c2)[nH]c(=O)c1Oc1ccc(Cl)cc1	11%	1
COc1cc(/C=C2/C(C)=C(C#N)c3nc(N)c(C#N)c(C)c32)ccc1OCC(=O)O	-5%	12
COc1ccc(CCc2nnc(N)s2)cc1OC	?	·
CCOC(=O)/C(C#N)=C1\C(=O)N(Cc2ccccc2)c2ccccc21	-9%	-22
O=S(=O)(Nc1cc(S(=O)(=O)N2CCOCC2)ccc1NCC1CCCO1)c1ccccc1 (centres undefined)	7%	-12
Cc1cc(C(=O)NCc2ccc(S(N)(=O)=O)cc2)c(C)o1	?	·

# An excerpt of these results, with values ahead of the structure:
S3 lipid droplet,S3 lipid droplet cell count max,molecule
7%,-12,O=S(=O)(Nc1cc(S(=O)(=O)N2CCOCC2)ccc1NCC1CCCO1)c1ccccc1 (centres undefined)
-9%,-22,CCOC(=O)/C(C#N)=C1\C(=O)N(Cc2ccccc2)c2ccccc21
1%,·,Cc1ccc(C(=O)OCC(=O)NCCC2=CCCCC2)cc1N
11%,1,Cc1nc(SCC(=O)c2ccc(F)c(F)c2)[nH]c(=O)c1Oc1ccc(Cl)cc1

# Sorted by formula weight (smallest number first): part of the list above.
Molecule	S3 lipid droplet	S3 lipid droplet cell count max
COc1ccc(CCc2nnc(N)s2)cc1OC	?	·
Cc1c(C)c(C)c(S(=O)(=O)n2[nH]c(=O)c(CCO)c2C)c(C)c1C	4%	12
Cc1nc(SCC(=O)c2ccc(F)c(F)c2)[nH]c(=O)c1Oc1ccc(Cl)cc1	11%	1

# Carrying on:
Molecule	S3 lipid droplet	S3 lipid droplet cell count max
Cc1cccc(NC(=S)NCc2ccc3c(c2)cc(C)n3C)c1C	-29%	2
CCc1cc(C(=O)N2CCCC(Nc3ccc(F)c(F)c3)C2)n(C)n1 (centres undefined)	?	·
O=S(=O)(NCCCCCCNS(=O)(=O)c1c(F)cccc1F)c1ccc2c(c1)OCCO2	?	·
CC(CC(=O)N1CCc2ccccc21)n1cccn1 (centres undefined)	?	·
CCNC(=O)CSc1nc2cc(S(=O)(=O)Nc3ccc(OC)cc3)ccc2o1	-4%	24
S=c1[nH]ncn1/N=C/c1ccccc1	?	·
N#Cc1ccc(N2CCc3ccccc3C2)c([N+](=O)[O-])c1	2%	13
CCCNC(=O)CN1CCN(S(=O)(=O)c2ccc(Br)s2)CC1	?	·

# Next entries.
compound,S3 lipid droplet,S3 lipid droplet cell count max
CCOCCCNC(=O)Cn1cnc2c(cnn2-c2ccc(F)cc2)c1=O,?,·
CS(=O)(=O)Nc1ccc2[nH]c(=O)[nH]c2c1,?,·
CCCN1CCC(N2CCN(c3cccc(C(F)(F)F)c3)CC2)CC1,?,·
CC(NC(=O)c1ccccc1NS(C)(=O)=O)c1ccccc1 (centres undefined),-11%,·
COc1ccccc1C(=O)N/C(=C\c1cn(S(=O)(=O)N(C)C)c2ccccc12)C(=O)NCCCN1CCOCC1,7%,-14
CC1=C(C(=O)OC(C)C)C(c2ccc(C)o2)C(C(=O)OC(C)C)=C(C)N1,?,·
COc1cccc(-c2cc(CC3(O)CCN(CCCc4ccccc4)CC3)on2)c1,6%,5
Cn1nc(C(=O)OCC(=O)Nc2cc(Cl)ccc2C#N)c2ccccc2c1=O,?,·
Cc1ccc(CNC(=O)c2c(-c3ccccc3)noc2C)cc1,-3%,-12
Cc1ccc(C2C3C(=O)N(c4ccccc4)C(=O)C3N3CCCN23)cc1 (centres undefined),4%,5
CCC1=NN(C(=O)Cc2ccc([N+](=O)[O-])cc2)C(O)(c2ccncc2)C1 (centres undefined),2%,2
O=C(CCN1C(=O)/C(=C/c2ccc(Cl)cc2)SC1=S)NCCCn1ccnc1,i,1
Cc1ccc(-n2cccn2)cc1,5%,13
COC(=O)[C@H](CC(C)C)NC(=O)Nc1ccccc1F,?,·
Cc1c(Cl)cccc1NC(=O)c1cccc(NC(=O)CCC(=O)O)c1,?,·
Cc1ccc(NC(=O)CSc2nc(=O)n3cc(C)ccc3n2)c(C)c1,?,·
C/C=C/C=C\C(=O)Nc1cccc(C2=NOC3(C2)C[C@H](C(N)=O)N(C(=O)CC#N)C3)c1 (some centres undefined),17%,0
COc1ccccc1/C=c1\sc2nc(-c3ccccc3OC)nn2c1=O,-4%,-7
COc1ccc(C(=O)Nn2cc3c(c2-c2ccccc2)c(=O)n(C)c(=O)n3C)cc1,i,·
Cc1ccc(C(CC(=O)N2CCCC2)c2ccccc2)c(O)c1 (centres undefined),?,·

# Record cards, as listed above. Screens in order: S3 lipid droplet	S3 lipid droplet cell count max
# COc1ccccc1/C=c1\sc2nc(-c3ccccc3OC)nn2c1=O is entered as -4%	-7
# COc1cccc(-c2cc(CC3(O)CCN(CCCc4ccccc4)CC3)on2)c1 is entered as 6%	5
# CCOCCCNC(=O)Cn1cnc2c(cnn2-c2ccc(F)cc2)c1=O is entered as ?	·
# Cc1ccc(CNC(=O)c2c(-c3ccccc3)noc2C)cc1 is entered as -3%	-12

# Additional compounds follow.
compound,S3 lipid droplet,S3 lipid droplet cell count max
Cc1cccc(/C(N)=N/OC(=O)CCc2ccccc2)c1,?,·
CCCC[C@@H]1CNC(=S)N1CCc1cccc(F)c1,-2%,-9
Cc1ccc(Cl)cc1N1CCN(C(=O)Cn2ncn3cccc3c2=O)CC1,?,·
Cc1cc(NC(=O)c2ccc([N+](=O)[O-])cc2Cl)no1,?,·
Cc1cccn2cc(-c3cccc(NC(=O)c4cccs4)c3)nc12,?,·
CS(=O)(=O)N1CCN(C(=S)NCc2ccc(Cl)cc2)CC1,?,·
CCC(=O)N(CC(=O)Nc1sc(C)c(C)c1C(N)=O)C1CCCC1,?,·
CCC(C)(C)NC(=O)C(c1ccc(F)cc1)N(Cc1ccccc1)C(=O)c1cnccn1 (centres undefined),?,·
CCCN1CNc2c(c(=O)[nH]c(=S)n2-c2ccccc2Cl)C1,5%,18
Cc1cccc(OCCCC(=O)Nc2ccc(N3CCCCC3)cc2)c1,?,·
Cc1ccc(NC(=O)COC(=O)CCNS(=O)(=O)c2ccc(C)c(C)c2)cc1,-19%,1
O=C(NNC(=S)Nc1ccc(Cl)cc1Cl)c1ccc(N2CCOCC2)c([N+](=O)[O-])c1,?,·
N#CCSc1nnc(-c2ccccc2O)n1Cc1ccccc1,?,·
CCCc1nc(SCC(=O)Nc2ccccc2)c2c(=O)n(C)c(=O)n(C)c2n1,?,·
Cc1noc(C)c1COC(=O)C1CCN(S(=O)(=O)c2c(Cl)cccc2Cl)CC1,0%,0
C=CCC1(C#N)C(SC)=NC2=C(C(=O)CC(C)(C)C2)C1c1ccc(Br)cc1 (centres undefined),-6%,-13
CCc1ccc(NC(=O)CN2CCc3ccccc3C2)cc1,?,·
COc1ccc(CCNC(=O)CSc2nnc3ccc(-c4cccnc4)nn23)cc1OC,7%,13
COc1cc2c(cc1OC)CN(C(=O)CCOc1ccccc1)CC2,?,·
O=C(CN1CCCCC1)N/N=C/c1cc2ccccc2nc1Cl,9%,1
Cc1cccc(/C=N/NC(=O)c2cc(-c3cccnc3)nc3ccccc23)c1,i,21
Cc1ccc(S(=O)(=O)NC2CC(=O)N(c3ccc4c(c3)OCCO4)C2)cc1 (centres undefined),?,·
O=C(CNC(=O)c1ccc(Cl)cc1)OCCCOC(=O)CNC(=O)c1ccc(Cl)cc1,-14%,-12
c1ccc(CCNc2cnccn2)cc1,15%,17

# These rows are one share of the data; the hit share may differ from the screen's.
